TRPC6 inh: blocks the mouse TRPC6 cation channel. Q61143. HEK293-TRPC6, membrane potential dye, ACh-evoked depolarization; hits give low values. B-score at 10 µM. hit rate 1.1% among 310,000. AID 2553;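 active means B-score under library mean minus 3 SD, initial fluorescence not abnormally high, positive integrated signal ratio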;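 further: B-score derived from integrated fluorescence ratio over the kinetic read; more negative B-score means stronger inhibition of depolarization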
SKKanGAS inh: blocks kanamycin growth of S. pyogenes SKKanGAS strain | hit rate 1.3% among 300,000 | BacTiter-Glo, 6 h | AID 1662 | inhibition, % at 7.5 µM;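 active means mean replicate score, as percent of positive control median, at least 50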;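 further: strain carries kanamycin resistance gene driven by streptokinase promoter and grows in 40 µg/ml kanamycin; loss of luminescence reflects streptokinase promoter inhibition or plain growth inhibition; 0% = median of DMSO wells and 100% = positive control at its reference dose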
RGS4 block: human RGS4 inhibition; HEK293 M3R/RGS4 inducible, Fluo-4 calcium flux; hits give high values; triggered by carbachol at its EC20; B-score at 10 µM; hit rate 0.45% among 310,000; AID 463165;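 active means B-score, a plate-corrected calcium signal, over three deviations above library mean, with baseline fluorescence within five deviations of library mean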;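 further: RGS4 expression induced by doxycycline in cells with stable M3 receptor; B-score is computed from the integrated fluorescence ratio over baseline after carbachol; higher B-score means a larger calcium signal and so more RGS4 inhibition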
TRPC6 activator: activators of mouse TRPC6 channel | B-score at 10 µM | Q61143 | HEK293-TRPC6 membrane potential dye fluorescence; hits give high values | hit rate 0.13% among 310,000;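 active means B-score of the integrated fluorescence ratio above library mean plus 3 SD, and starting fluorescence ratio within library mean plus 5 SD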;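 further: higher score means more depolarization so channel activation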
MrgX1 allo act: allosterically activates human MrgX1 receptor signaling | MrgX1-HEK293, Fluo-4 calcium flux, FDSS; hits give high values | hit rate 0.63% among 310,000 | B-score at 10 µM;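 active means plate-corrected calcium response at least 3 library SD above typical, normal starting fluorescence, not activating the receptor alone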;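 further: compound read alongside a low EC10 to EC30 dose of BAM8-22 agonist; peak minus trough fluorescence over baseline measured at the second addition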
MrgX1 ag: activates human MrgX1 receptor signaling; Q96LB2; MrgX1-HEK293 cells, Fluo-4 calcium fluorescence, agonist mode; hits give high values; B-score at 10 µM; hit rate 0.44% among 310,000; AID 588627;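 active means calcium response B-score plate-corrected fluorescence ratio at least 3 library SD, with starting fluorescence B-score inside 5 SD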
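System: HEK293 cells stably expressing human MrgX1 receptor; Dosing: test compound in the initial addition of three; Schedule: overnight plating, then 30 min 37 °C plus 30 min room-temperature dye loading; Detection: kinetic calcium dye fluorescence, Fluo-4 NW; Controls: per-plate positive and negative controls for Z′ factor.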
TMEM16A act: activates or potentiates the mouse TMEM16A chloride channel | hit rate 0.3% among 340,000 | AID 623877 | HEK293 TMEM16A/YFP-H148Q/I152L, iodide quench fluorescence; hits give low values | B-score at 10 µM | Q8BHY3;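 active means fluorescence-ratio B-score plate-corrected deviation score at least 3 library SD below zero, with starting fluorescence score within 5 deviations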;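 further: channel opened by trigger with iodide after compound preincubation; score built on the fluorescence ratio of max minus min over baseline; more negative score means more quench and so TMEM16A activation or potentiation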
Target sequence (Q8BHY3 whole entry, looked up): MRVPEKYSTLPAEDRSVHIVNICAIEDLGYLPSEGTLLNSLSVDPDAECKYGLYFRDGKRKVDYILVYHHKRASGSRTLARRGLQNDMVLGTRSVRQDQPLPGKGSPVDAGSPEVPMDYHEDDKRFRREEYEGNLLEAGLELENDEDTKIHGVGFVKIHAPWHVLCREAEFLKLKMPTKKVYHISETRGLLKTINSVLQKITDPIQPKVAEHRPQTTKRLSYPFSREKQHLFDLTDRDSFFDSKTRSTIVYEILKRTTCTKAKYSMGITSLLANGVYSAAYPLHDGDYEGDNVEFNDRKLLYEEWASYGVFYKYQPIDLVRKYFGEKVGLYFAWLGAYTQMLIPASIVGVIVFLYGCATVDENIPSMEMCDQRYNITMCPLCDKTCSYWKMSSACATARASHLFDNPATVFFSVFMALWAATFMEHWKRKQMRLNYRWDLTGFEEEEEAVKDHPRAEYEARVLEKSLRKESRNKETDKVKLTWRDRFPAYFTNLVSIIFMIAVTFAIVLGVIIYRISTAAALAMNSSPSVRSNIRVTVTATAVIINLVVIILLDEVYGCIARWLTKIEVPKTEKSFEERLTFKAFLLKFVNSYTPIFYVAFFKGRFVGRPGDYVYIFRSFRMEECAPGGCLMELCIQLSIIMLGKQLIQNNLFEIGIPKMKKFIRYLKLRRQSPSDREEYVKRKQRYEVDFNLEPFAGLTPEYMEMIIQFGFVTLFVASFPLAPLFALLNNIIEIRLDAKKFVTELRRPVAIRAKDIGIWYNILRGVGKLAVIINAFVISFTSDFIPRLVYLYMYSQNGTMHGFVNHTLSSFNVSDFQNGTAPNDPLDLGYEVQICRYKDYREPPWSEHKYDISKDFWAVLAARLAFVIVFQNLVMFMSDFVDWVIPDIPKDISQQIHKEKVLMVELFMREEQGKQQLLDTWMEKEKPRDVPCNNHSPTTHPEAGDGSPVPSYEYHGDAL
MrgX1 antagonist: human MrgX1 receptor antagonism, primary screen; hit rate 1.3% among 310,000; MRGX1-HEK293 calcium flux, Fluo-4, BAM8-22 antagonism; hits give low values; B-score at 10 µM;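 active means calcium-response B-score plate-corrected more than 3 library SD below zero, starting fluorescence within 5 deviations, no agonist response on first addition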;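 further: peak minus trough fluorescence over baseline after final BAM8-22 challenge near maximal dose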
ANO1 block: mouse TMEM16A channel inhibition, primary screen. Q8BHY3. HEK293 TMEM16A/YFP iodide influx fluorescence, ionomycin. normalized B-score (activity score, 25-100; higher = stronger inhibition) at 10 µM. hit rate 1.2% among 310,000. AID 588511;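 active means ratio plate-corrected score three or more library SD toward inhibition, starting fluorescence score within five deviations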;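 further: score derived from kinetic fluorescence span divided by baseline fluorescence per well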
HDAC3 inhib: human HDAC3 inhibition | recombinant HDAC3, fluorogenic peptide/trypsin coupled, fluorescence | inhibition, % at 8.3 µM | hit rate 0.15% among 320,000; in the data active means inhibition above about 26%, passing the limit was not always enough
RGS4 pot: potentiators or activators of RGS4. B-score at 10 µM. hit rate 0.92% among 310,000. HEK293 M3R/inducible RGS4, carbachol calcium flux Fluo4; hits give low values. AID 463111;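 active means B-score of the integrated calcium signal more than 4 SD below the library mean, with starting fluorescence not abnormally high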;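 further: negative B-score means reduced calcium response which marks RGS4 activation or potentiation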
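test system = M3R-expressing HEK293 line, RGS4 induced by doxycycline | probe or stimulus = carbachol at ECmax as muscarinic agonist stimulus | timing = dye loading 30 min 37 °C, buffer rest 30 min RT | signal = calcium dye Fluo4 fluorescence | evaluation = B score from integrated fluorescence ratio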
* hit, by the source's call; i = inactive; x = not tested or not shown.

SMILES	TRPC6 inh	SKKanGAS inh	RGS4 block	TRPC6 activator	MrgX1 allo act	MrgX1 ag	TMEM16A act	MrgX1 antagonist	ANO1 block	HDAC3 inhib	RGS4 pot
CCOC(=O)C1CCN(C(=O)CN2C(=O)c3cccnc3Oc3ccc(C)cc32)CC1	i	0	i	i	i	i	i	i	i	-7	i
CCCC(=O)NNC(=O)c1ccoc1C	i	0	i	i	i	i	i	i	i	-3	i
Cc1c(NS(=O)(=O)c2cccc(C(=O)NCc3ccccc3)c2)c(=O)n(-c2ccccc2)n1C	i	3	i	i	i	i	i	i	i	-5	i
FC(F)(F)c1ccc(Cl)c(N/N=C/c2ccc(N3CCOCC3)s2)c1	i	4	i	i	i	i	i	i	i	4	i
CCN(c1ccc(NC(=O)COC(=O)c2ccc(S(=O)(=O)N3CCCC3)cc2)cc1)C(C)C	i	-2	i	i	i	i	i	i	i	-3	i
COc1ccc(Cc2noc(CN(C)CCN3CCc4ccccc4C3)n2)cc1OC	i	-3	i	i	i	i	i	i	i	-5	i
O=C(c1ccccc1Cc1ccccc1)N1CCN(S(=O)(=O)c2ccccc2)CC1	i	-7	i	i	i	i	i	i	i	2	i
O=C(c1n[nH]c(=O)c2ccccc12)N1CCN(c2ccccc2)CC1	i	0	i	i	i	i	i	i	i	2	i
COc1ccccc1NS(=O)(=O)c1cc(C(=O)NCC(c2ccco2)N2CCCCC2)ccc1C (centres undefined)	i	-2	i	i	i	i	i	-5.4*	i	-5	i
CCOC(=O)c1c(NC(=O)CSc2nnnn2CC)sc(C)c1C	i	0	i	i	i	i	i	i	i	7	i
COc1cc(Cl)cc(CN2CCC(CCC(=O)NC3CC3)CC2)c1OC	i	2	i	i	i	i	i	i	i	-1	i
Cc1ccc(/C=N/Nc2ccc(F)cc2)s1	i	35	i	i	i	i	i	i	i	12	i
CCOc1ccccc1NC(=O)CCS(=O)(=O)c1ccc(OC)cc1	i	4	i	i	i	i	i	i	i	0	i
COc1cccc(NC(=O)Cn2c(=O)oc3ccccc32)c1	i	3	i	i	i	i	i	i	i	0	i
CN(Cc1cnccn1)C(=O)CC1C(=O)NCCN1CC(c1ccccc1)c1ccccc1 (centres undefined)	i	-7	i	i	i	i	i	i	i	0	i
CC1CCN(Cc2cc(=O)oc3ccc4ccccc4c23)CC1	i	-4	i	i	i	i	i	i	i	-2	i
COc1cccc(N(CC(=O)NC2CCCCC2)C(=O)CCC(=O)Nc2nccs2)c1	i	6	i	i	i	i	i	i	i	-2	i
Cc1ccc(S(=O)(=O)Cn2nnnc2C(CC(C)C)N2CCN(C)CC2)cc1 (centres undefined)	i	3	i	i	i	i	i	i	i	-1	i
O=C(CN1CCOCC1)NCc1ccc(F)cc1	i	2	i	i	i	i	i	i	i	-6	i
Cc1c(NC(=O)c2c(NC(=O)CNC3CC3)sc3c2CCCC3)c(=O)n(-c2ccccc2)n1C	i	0	i	i	i	i	i	i	i	0	i
CCOC(=O)c1c(C)oc2c1c(C(c1cccnc1)N1CCOCC1)c(O)c1ccccc12 (centres undefined)	i	4	i	i	i	i	i	i	i	13	i
CCOc1cc(C2c3c(-c4ccccc4)n[nH]c3C(=O)N2c2ccc(C(=O)O)cc2)ccc1O (centres undefined)	i	7	i	i	i	i	i	i	i	0	i
NC(=O)c1c(/N=C/c2cccs2)sc2c1CCCC2	i	3	i	i	i	i	i	i	i	0	i
COc1cccc2cc(-c3nnc(SCC(=O)NCCc4ccccc4)n3C)oc12	i	-6	i	i	i	i	i	i	i	-3	i
CC(C)(C)c1nn2cnnc2n(/N=C/c2ccc(O)cc2)c1=O	i	-2	i	i	i	i	i	i	i	10	i

Reprinted from the part before: 2 compounds, then new ones.
SMILES	TRPC6 inh	SKKanGAS inh	RGS4 block	TRPC6 activator	MrgX1 allo act	MrgX1 ag	TMEM16A act	MrgX1 antagonist	ANO1 block	HDAC3 inhib	RGS4 pot
COc1cccc2cc(-c3nnc(SCC(=O)NCCc4ccccc4)n3C)oc12	i	-6	i	i	i	i	i	i	i	-3	i
CC(C)(C)c1nn2cnnc2n(/N=C/c2ccc(O)cc2)c1=O	i	-2	i	i	i	i	i	i	i	10	i
O=C(Nc1ccc(F)cc1)C1COc2ccccc2O1 (centres undefined)	i	-1	i	i	i	i	x	i	i	3	i
COc1ccc(C2CCN(CC(=O)N(C)C)CC2O)cc1 (centres undefined)	i	-7	i	i	i	i	i	i	i	0	i
CC(C)Oc1cccc(C(=O)C2CCCN(C(=O)c3cncs3)C2)c1 (centres undefined)	i	-12	i	i	i	i	i	i	i	-6	i
O=C(Oc1ccc(Br)cc1)c1cncc(Br)c1	i	2	i	i	i	i	i	i	i	-9	i
CC1Cc2ccccc2N1C(=O)COC(=O)c1cc(Br)ccc1O (centres undefined)	i	5	i	i	i	i	i	i	i	0	i
CCOC(=O)c1c(-c2ccc(C)o2)csc1NC(=O)COC(=O)c1cccs1	i	6	i	i	i	i	i	i	i	4	i
CCN(C(=O)CSc1n[nH]c(-c2cccs2)n1)C1CCS(=O)(=O)C1 (centres undefined)	i	3	i	i	i	i	i	i	i	x	i
COc1cc(C(=O)OCCC(C)C)cc(OC)c1O	i	-1	i	i	i	i	i	i	i	3	i
CCS(=O)(=O)N1CCC(C(=O)Nc2cc(C)ccc2O)CC1	i	4	i	i	i	i	i	i	i	4	i
NS(=O)(=O)c1ccc(CNC(=O)Cc2ccccc2F)cc1	i	-5	i	i	i	i	i	i	i	1	i
COc1cc(C2NC(=O)NC(c3ccccc3)=C2C(C)=O)c(Br)cc1OCC(N)=O (centres undefined)	i	-2	i	i	i	i	i	i	i	6	i
COc1cc(OC)c(NC(=O)CNC(=O)Cn2ccc3ccccc3c2=O)cc1Cl	i	2	i	i	i	i	i	i	i	-3	i
COC(C[C@@H](O)[C@@H](C)[C@H](O)COCc1ccccc1)OC	i	-2	i	i	x	x	i	x	x	x	i
CCOc1ccc(-n2c(=S)sc3c(=O)n(-c4ccc(F)cc4)c(SCC(=O)O)nc32)cc1	i	4	i	i	i	i	i	i	i	8	i
COc1cc(NC(=S)NC(=O)c2ccccc2C)ccc1NC(=O)c1cccs1	i	23	i	i	i	i	i	i	i	4	i
CCCCC(=O)Nc1ccc(C(=O)N2CCCC(C(=O)OCC)C2)cc1 (centres undefined)	i	-1	i	i	i	i	i	i	i	6	i
COc1cc(-c2cc(C(=O)Nc3ccc(O)cc3)c3ccccc3n2)cc(OC)c1OC	i	16	i	i	i	i	i	i	i	x	i
NS(=O)(=O)c1ccc(CNC(=O)c2ccc(S(=O)(=O)C(F)F)cc2)cc1	i	-7	i	i	i	i	i	i	i	-2	i
COCCNC(=O)C(=O)N/N=C/c1ccccc1C(F)(F)F	i	3	i	i	i	i	i	i	i	-2	i
c1cc(Nc2ncnc3sc4c(c23)CCC4)ccn1	-5.6*	-5	i	i	i	i	i	i	i	-30	i
CCOCCCNC(=O)CCCOc1ccccc1	-5.5*	-1	i	i	i	i	i	i	i	-1	i
CCOC(=O)/C(=C/c1ccc(F)cc1)NC(C)=O	i	-1	i	i	i	i	i	i	i	6	i
COc1ccc(C(=S)N2CCCC2)cc1	i	-1	i	i	i	i	i	i	i	0	i
CC(=O)Nc1ccc(S(=O)(=O)Oc2ccc(N3C(=O)C4CCCCC4C3=O)cc2)cc1 (centres undefined)	i	-11	i	i	i	i	i	i	i	-3	i
CCOc1ccc(CNc2ccc(S(N)(=O)=O)cc2)cc1	i	-7	i	i	i	i	-5.1*	i	i	4	i
Next entries follow.
SMILES	TRPC6 inh	SKKanGAS inh	RGS4 block	TRPC6 activator	MrgX1 allo act	MrgX1 ag	TMEM16A act	MrgX1 antagonist	ANO1 block	HDAC3 inhib	RGS4 pot
CC(C)C(=O)Nc1ccc(NC(=S)NC(=O)c2ccccc2F)cc1	i	5	i	i	i	i	i	i	i	3	i
COc1ccccc1N1CCN(c2ccnc3cc(Cl)ccc23)CC1	i	0	i	i	i	i	i	i	i	2	i
COc1cccc(NC(=S)Nc2cccnc2)c1	i	-2	i	i	i	i	i	i	i	2	i
Cc1cc(NC(=O)c2ccc(NC(=O)c3cccs3)cc2)no1	i	-2	i	i	i	i	i	i	i	-8	i
Cc1ccc2c(c1)N(CC(=O)NC1CCCC(C)C1C)C(=O)c1cccnc1O2 (centres undefined)	i	8	i	i	i	i	i	i	i	-1	i
S=C(Nc1cccc(Cl)c1)NC1CC2CCCC(C1)N2C1CCCC1 (centres undefined)	i	0	i	i	i	i	i	i	i	-4	i
O=c1c2[nH]c3ccc(F)cc3c2ncn1CCCn1ccnc1	i	-3	i	i	i	i	i	i	i	-3	i
CCc1nnc(NC(=O)CSc2nc3ccccc3s2)s1	i	-1	i	i	i	i	i	i	i	-3	i
CCn1c(CSc2nc(C)cc(C)n2)nnc1SCC(N)=O	i	-7	i	i	i	i	i	i	i	2	i
Nc1nsnc1C(=O)NCCO	i	-3	i	i	i	i	i	i	i	-1	i
O=C(O)CC(Cc1ccccc1)C(=O)NCC12CC3CC(CC(C3)C1)C2 (centres undefined)	i	-10	i	i	i	i	i	i	i	-17	i
O=C(Nc1ccccc1)Nc1nnc(/C=C/c2ccccc2Cl)s1	i	-3	i	i	i	i	i	i	i	2	i
O=C(CN1CCN(Cc2ccc(F)cc2Cl)C1=O)NCCc1ccc(Cl)cc1	i	-10	i	i	i	i	i	i	i	4	i
Cc1ccc2cc(C3CC(c4ccco4)=NN3C(=O)CCCC(=O)O)c(Cl)nc2c1 (centres undefined)	i	8	i	i	i	i	i	i	i	x	i
Cn1c(=O)[nH]c(=O)c2c1nc1n2CCN1Cc1ccccc1	i	2	i	i	i	i	i	i	i	1	i
NC(=NC(=O)c1ccccc1)C1=C(O)CCC1=O	i	-1	i	i	i	i	i	i	i	1	i
O=C(Nc1ccc(Cl)cc1)c1cccc(N2C(=O)C3C4CCC(C4)C3C2=O)c1 (centres undefined)	i	1	i	i	i	i	i	i	i	7	i
CCOC(=S)N/C(=N\S(C)(=O)=O)c1ccccc1	i	-10	i	i	i	i	i	i	i	x	i

Quoted from the listing:
CN(Cc1cnccn1)C(=O)CC1C(=O)NCCN1CC(c1ccccc1)c1ccccc1 (centres undefined) | SKKanGAS inh: -7
COC(C[C@@H](O)[C@@H](C)[C@H](O)COCc1ccccc1)OC | SKKanGAS inh: -2
Nc1nsnc1C(=O)NCCO | SKKanGAS inh: -3

Screens: PubChem, several laboratories
